High-throughput results: PubChem BioAssay, Broad Institute
E-sel inducer = induces E-selectin expression in human endothelial cells; activation, % at 7.58 µM; 260,000 compounds, 0.37% hits; HUVEC E-selectin immunofluorescence imaging; normalized: neutral wells 0, TNF-alpha wells 100; P16581;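 active means mean E-selectin-positive cell signal at least 10% of the positive control, reached in at least 60% of replicates, without over 20% cell loss; inconclusive means no rule given, readout overlaps actives, possibly toxicity-flagged; inactive means the rest, including those meeting only one limit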;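 further: in these data hits start at about 27%; measured in HUVEC primary endothelial cells; signal is the percent of cells scored E-selectin positive by PE staining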
Target sequence (P16581 whole entry, looked up): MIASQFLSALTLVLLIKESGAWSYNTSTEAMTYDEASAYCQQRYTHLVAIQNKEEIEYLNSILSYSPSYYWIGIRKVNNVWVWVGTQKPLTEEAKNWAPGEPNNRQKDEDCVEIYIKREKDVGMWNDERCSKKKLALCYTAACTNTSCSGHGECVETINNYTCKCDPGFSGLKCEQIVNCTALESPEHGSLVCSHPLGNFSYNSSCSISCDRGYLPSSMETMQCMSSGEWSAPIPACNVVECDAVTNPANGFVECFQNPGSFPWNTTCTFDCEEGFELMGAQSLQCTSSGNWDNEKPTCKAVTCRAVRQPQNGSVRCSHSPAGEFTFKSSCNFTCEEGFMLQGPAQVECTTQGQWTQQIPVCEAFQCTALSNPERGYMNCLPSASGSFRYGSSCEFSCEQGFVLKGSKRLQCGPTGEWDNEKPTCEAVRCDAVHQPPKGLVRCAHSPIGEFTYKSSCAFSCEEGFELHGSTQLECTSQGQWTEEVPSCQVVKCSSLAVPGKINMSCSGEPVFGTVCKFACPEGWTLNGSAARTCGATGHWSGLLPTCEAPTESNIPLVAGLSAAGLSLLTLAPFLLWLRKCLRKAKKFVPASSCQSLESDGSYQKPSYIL
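Material: HUVEC primary endothelial cells; Amount: 3,000 cells per well; Dosing: single concentration; Medium: EGM-2 growth medium on 0.1% gelatin-coated wells; Read-out basis: percent E-selectin-positive cells; Signal: immunofluorescence imaging; Control set: TNF-alpha, DMSO.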
S100A4 inh HTS = blocks human S100A4 binding to myosin IIA peptide | S100A4/TAMRA-MyoIIA peptide fluorescence polarization | P26447 | AID 652163 | inhibition, % at 10.7 µM | 360,000 compounds, 0.14% hits;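 active means mean inhibition of at least 70% across replicates, with every replicate also reaching that level; inconclusive means mean inhibition reaches 70% but some replicates fall short; inactive means mean inhibition below 70%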
Target sequence (P26447 whole entry, looked up): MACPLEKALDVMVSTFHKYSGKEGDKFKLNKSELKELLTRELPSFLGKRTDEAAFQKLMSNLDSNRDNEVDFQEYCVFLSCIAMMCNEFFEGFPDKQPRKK
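Test system: S100A4 monomer protein; Medium: HEPES pH 7.2 with CaCl2, KCl, NaCl, DTT, Triton; Probe or stimulus: TAMRA-labelled myosin IIA heavy-chain peptide probe, 5 nM; Doses: one dose per compound; Times: polarization read 5 min after assay mix addition, stable 5–60 min; Benchmarks: neutral control DMSO, positive control TFP.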
PglD DTNB = inhibitors of Campylobacter jejuni PglD acetyltransferase; purified PglD enzyme, DTNB colorimetric CoA detection; inhibition, % at 12.5 µM; 360,000 compounds, 0.098% hits; AID 602405; in the data active means inhibition above about 16%, passing the limit was not always enough; inconclusive means no clear call, values can overlap the other calls; further: strong numbers were not always called active
ERp5 inh = inhibitors of human ERp5. Q15084. ERp5 insulin aggregation, absorbance 650 nm, 90 min. inhibition, % at 9.99 µM. 350,000 compounds, 0.05% hits. AID 651711;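 active means mean replicate inhibition above about 25%, with every replicate also reaching it, limit read from the data, passing the limit was not always enough; inconclusive means only one of those two criteria met; inactive means neither criterion met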
DENV2 CPE = DENV2-induced cell death inhibition. DENV2-infected cells, cytopathic effect rescue, plate reader. CPE inhibition, % at 9.99 µM. 350,000 compounds, 1.7% hits. AID 651640; in the data active means CPE inhibition above about 20%, passing the limit was not always enough; inconclusive means no clear call, values can overlap the other calls; tested in BHK-21 cells;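 further: 0% = median of neutral control wells and 100% = median of positive control wells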
Statin myotox sup = protects C2C12 myotubes from simvastatin toxicity | ATP luminescence, 48 h; scaled: DMSO 0, geranylgeraniol control 100 | 330,000 compounds, 0.78% hits | rescue of ATP level, % at 7.49 µM;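 active means mean ATP rescue above about 67%, or every replicate alone reaching that limit, limit read from the data, passing the limit was not always enough; inconclusive means no clear call, values can overlap the other calls; inactive means mean under the limit and some replicate under it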;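 further: myotubes were challenged with 10 µM simvastatin during compound exposure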
SIRT5 block = sirtuin-5 (human) deacylase inhibition | Q9NXA8 | Purified SirT5, succinyl-peptide AMC, trypsin-coupled fluorescence | inhibition, % at 15 µM | 330,000 compounds, 1.1% hits | AID 652115; in the data active means inhibition above about 15%; inconclusive means no clear call, values can overlap the other calls
Starred values were filed as active, the others as inactive; ? = inconclusive; · = not tested or not shown; & = joins results of further samples. An excerpt, so the mix of outcomes need not match the whole.

Sequence of screens: E-sel inducer	S100A4 inh HTS	PglD DTNB	ERp5 inh	DENV2 CPE	Statin myotox sup	SIRT5 block
Cc1nc(SCC(=O)c2ccccc2)[nH]c(=O)c1Oc1ccc(Cl)cc1
→ ·	1	·	-1	9	·	-1
CC(C)(C)c1ccc(C(=O)Cn2nc(C(=O)O)c3ccccc3c2=O)cc1
→ 5.7	10	·	-37	-4	-3	-1
O=C(COc1ccccc1[N+](=O)[O-])N/N=C/c1ccc[nH]1
→ 0.1	-1	-3	3	2	·	0
COc1cccc(CNC(=O)Cn2ncn3cccc3c2=O)c1OC
→ -0.3	-2	3	-3	1	-1	0
COc1ccc(-c2cnc3c(c2)C(=O)N([C@H](C)CO)C[C@@H](C)[C@H](CN(C)C)O3)cc1
→ -0.3	-13	2	-5	3	19	·
Cc1cccc(CNC(=O)c2sc(=O)n(Cc3ccccc3C)c2C)c1
→ ·	0	-4	-5	12	15	·
CC(C)CSc1nnc2c3ccccc3n(C)c2n1
→ -0.1	0	0	2	-3	6	-1
C[C@@H]1CN([C@H](C)CO)C(=O)c2cc(C#CCc3ccccc3)cnc2O[C@@H]1CN(C)Cc1ccccn1
→ -1.2	1	4	14	5	·	?
FC(F)(F)COc1ccc(-c2nnc(SCc3c(Cl)cccc3Cl)o2)cn1
→ -0.1	-8	·	-3	-4	·	-6
COc1ccc2c3c(n(C)c2c1)[C@H](CO)N(C(=O)CN1CCOCC1)CC31CN(C(=O)Nc2cccc(F)c2)C1
→ -0.2	-6	·	-6	?	·	-1
Cc1ccccc1S(=O)(=O)N1[C@H](C#N)[C@H](c2ccc(C#CC3CCCCC3)cc2)[C@H]1CO
→ 1.7	-4	3	-1	8	0	-5
COc1ccc(S(=O)(=O)Nc2ccc3c(c2)C(=O)N([C@H](C)CO)C[C@@H](C)[C@@H](CN(C)S(C)(=O)=O)OCCCC[C@H](C)O3)cc1
→ 0.2	-2	0	-1	0	·	-7
C[C@@H]1CN([C@H](C)CO)C(=O)c2cc(NC(=O)Cc3ccccc3)ccc2O[C@@H](C)CCCCO[C@@H]1CN(C)S(=O)(=O)c1cccs1
→ -0.2	·	-2	·	3	·	·
O=C(N/N=C/c1c(Cl)cccc1Cl)c1ccc(F)cc1
→ ·	2	1	-2	4	3	0
CCCN1[C@@H]2c3cccc(=O)n3C[C@H]1[C@H](CO)[C@H]2C(=O)N[C@H](C)c1ccccc1
→ -0.1	0	·	13	4	·	0
COCCN1C(=O)N[C@@H](c2ccccc2)C(C(=O)OC)=C1C
→ -0.1	0	2	-4	6	-11	-2
Cc1cccc(OCCCCNCc2ccccc2)c1
→ ·	18	·	21	2	·	1
CC(C)CCNC(=O)C1CC(=O)N(CCc2ccccc2)C1 (configuration not stated)
→ 1.7	-1	7	-3	6	9	-5
O=C1C=CC(=O)N1Cc1cccnc1
→ -0.5	3	2	-8	0	-1	-1
O=S(=O)(c1ccccc1)N1CCCCN2[C@H](CO)[C@@H](c3ccc(C#Cc4ccccc4)cc3)[C@H]2C1
→ -0.7	3	0	-7	7	·	14
CCN1[C@H](C(=O)N(C)C)[C@@H](CO)[C@@H]2Cn3c(ccc(C4=CCCCC4)c3=O)[C@@H]21
→ -0.1	14	2	3	7	3	-5
CN(C[C@H]1[C@@H](c2ccccc2)[C@@H](CO)N1C(=O)C1CC1)C(=O)c1ccncc1
→ 0.6	1	·	4	-9	·	-6
C[C@H](CO)N1C[C@H](C)[C@@H](CN(C)Cc2ccncc2)Oc2c(NC(=O)c3ccc(-c4nccs4)cc3)cccc2C1=O
→ -2.9	13	9	-7	18	-6	1
CC(=O)Nc1ccc(NC(=O)C(C)OC(=O)c2ccc(-n3cnnn3)cc2)cc1 (configuration not stated)
→ ·	-12	·	-1	18	·	1
Cc1cc2c(cc1C)[n+](C)cn2CC(O)COCC1CC=CCC1 (configuration not stated)
→ -0.2	-1	·	0	-2	·	-2
COc1ccc(C(NC(=O)C2CCN(CCOc3ccccc3)CC2)c2ccccn2)cc1 (configuration not stated)
→ -0.1	-2	-2	-3	2	9	·
CCNC(=O)[C@@H]1[C@@H](CO)[C@@H]2Cn3c(ccc(-c4ccccc4F)c3=O)[C@H]1N2CC
→ -1.8	6	-2	0	-15	6	11
NNC(=O)C1CC(O)CN1S(=O)(=O)c1ccc(Cl)cc1 (configuration not stated)
→ 0.5	0	·	0	-2	1	0
COc1ccccc1S(=O)(=O)N(C)C[C@H]1OCc2ccccc2-c2c(n(C)c3ccccc23)C(=O)N([C@@H](C)CO)C[C@@H]1C
→ -0.4	-3	-4	5	3	·	11
CCOCN(C(=O)Cn1cnc2ccccc21)c1c(C)cccc1CC
→ ·	28	·	10	-5	·	-3

Quoted from the entries so far (2 entries):
Sequence of screens: E-sel inducer	S100A4 inh HTS	PglD DTNB	ERp5 inh	DENV2 CPE	Statin myotox sup	SIRT5 block
COCCN1C(=O)N[C@@H](c2ccccc2)C(C(=O)OC)=C1C
→ -0.1	0	2	-4	6	-11	-2
Cc1cccc(OCCCCNCc2ccccc2)c1
→ ·	18	·	21	2	·	1

(cont.)
Sequence of screens: E-sel inducer	S100A4 inh HTS	PglD DTNB	ERp5 inh	DENV2 CPE	Statin myotox sup	SIRT5 block
CC(=O)c1ccc(Nc2nc(N3CCOCC3)nc(N3CCOCC3)n2)cc1
→ ·	0	-7	2	-9	-15	0
Cc1ccccc1-c1ccc([C@@H]2[C@@H](CO)N3C(=O)CN(C(=O)c4ccc(F)cc4)C[C@H]23)cc1
→ 0.7	5	·	-8	18	·	3
CC(C(=O)N1CCCCC1)N(C)CC(=O)Nc1ccc(Cl)cc1 (configuration not stated)
→ ·	-1	·	0	6	·	-1
CCCOc1ccc(C(=O)N(Cc2cccs2)C2CCS(=O)(=O)C2)cc1 (configuration not stated)
→ -0.2	-1	-2	-7	-5	4	2
O=C(NC(=S)NC1CCCc2ccccc21)c1ccc(F)cc1 (configuration not stated)
→ 0.9	0	2	-2	17	11	-4
COc1ccc2c3c(c(=O)oc2c1OCC(=O)O)CCCC3
→ -0.6	-7	·	-1	1	·	-2
N#CC1(NC(=O)Cn2cc(C(F)(F)F)cc(Cl)c2=O)CCCCC1
→ 0.4	-1	3	1	-4	·	-3
CN(CC(=O)Nc1cccc(F)c1)C(=O)c1ccc2c(c1)CC(c1ccccc1)OC2=O (configuration not stated)
→ -0.1	-2	3	-1	0	-50	-1
CCCCn1c(N)c(N(CCC(C)C)C(=O)CSc2nnc(C)s2)c(=O)[nH]c1=O
→ -2.6	·	2	·	·	14	·
O=c1cc(-c2ccccc2F)nc(-c2ccccc2F)o1
→ ·	-4	·	0	-4	·	-6
COc1cccc(S(=O)(=O)N(C)C[C@H]2OCc3cnnn3CCCC(=O)N([C@@H](C)CO)C[C@@H]2C)c1
→ 0.2	-9&4	1&3	2&-6	?	-1&-1	-5&2
Cc1ccc(CNC(=O)c2cc(-c3ccccc3)n(Cc3cc(C)no3)n2)cc1
→ 0.1	0	3	-2	5	37	-1
COc1cc(NC(=O)c2nccnc2N)cc(C(=O)Nc2cccc(C(F)(F)F)c2)c1
→ 0.3&0.0	-5&8	0&7	1&4	1&7	-8&-13	-2&-1
O=C(C[C@H]1CC[C@H](NS(=O)(=O)c2ccc(F)cc2)[C@@H](CO)O1)N1CCN(c2ccccc2)CC1
→ -0.3	-6	1	-5	-2	14	9
CCN(CC)S(=O)(=O)c1ccc(/C=C/C(=O)Nc2cccc(F)c2)cc1
→ ·	0	3	7	-3	·	-3
C[C@H]1CCCCO[C@@H](CN(C)C(=O)CCC(F)(F)F)[C@@H](C)CN([C@@H](C)CO)C(=O)c2cc(NS(=O)(=O)c3ccccc3)ccc2O1
→ 0.2	-9	2	1	?	·	-5
CCOCCCNC(=O)Cc1ccc(OC)c(OC)c1
→ 0.1	·	-1	·	·	-4	·
CN(CC(=O)Nc1ccc(Cl)cc1)C(=O)CCc1nc2sc3c(c2c(=O)[nH]1)CCCC3
→ ·	0	-5	-1	31*	6	-1
O=C(C1CCN(S(=O)(=O)c2cccc3cccnc23)CC1)N1CCCCC1
→ 0.4	1	1	-14	-2	-3	3
Cc1cc(C)c(NC(=O)CSc2nnc(-c3ccccn3)n2N)c(Cl)c1
→ 0.2	0	-1	6	-2	·	-3
COc1ccc(S(=O)(=O)Nc2ccc3c(c2)C(=O)N([C@@H](C)CO)C[C@H](C)[C@@H](CN(C)C(=O)Nc2c(C)noc2C)O3)cc1
→ 0.1	0	3	9	14	·	-2
C=CCOC(=O)Nc1nc(CCNC(=O)OC(C)(C)C)c(C(=O)O)s1
→ -0.1	9	·	-7	-4	·	-5
CCC(=O)N[C@@H]1C=C[C@@H](CC(=O)NCc2ccccc2OC)O[C@@H]1CO
→ 0.1	-9	6	-4	-2	-3	-3
CCC(=O)NC(=S)Nc1cccc(NC(=O)c2ccccc2C)c1
→ ·	0	·	3	4	·	-2
O=C(C[C@@H]1CC[C@@H](NS(=O)(=O)c2ccccc2)[C@@H](CO)O1)N1CCN(c2ccccc2)CC1
→ -0.3	-1	·	12	-6	·	-2
O=C(NCC1CCCO1)c1cc2ccccc2oc1=O (configuration not stated)
→ ·	2	·	0	-2	·	0
CCc1cc2cc(C)cc(C)c2nc1Cl
→ 1.1	6	-5	-3	1	-1	0
COc1ccc(CCNC(=O)CO/N=C/c2cc3c(cc2Br)OCO3)cc1OC
→ 0.6	6	-6	0	-5	14	-1
CCCCN(Cc1cc2cc(OC)ccc2[nH]c1=O)S(=O)(=O)c1ccc(C)cc1
→ ·	-11	5	1	-1	5	·
O=C(CSc1nnc(-c2ccccc2)o1)Nc1ccccc1F
→ 0.1	-3	7	-2	-7	-49	-3

Some entries already given, reduced to S100A4 inh HTS and PglD DTNB.
structure	S100A4 inh HTS	PglD DTNB
O=C(CSc1nnc(-c2ccccc2)o1)Nc1ccccc1F	-3	7
O=C(NCC1CCCO1)c1cc2ccccc2oc1=O (configuration not stated)	2	·
C=CCOC(=O)Nc1nc(CCNC(=O)OC(C)(C)C)c(C(=O)O)s1	9	·
COc1cccc(S(=O)(=O)N(C)C[C@H]2OCc3cnnn3CCCC(=O)N([C@@H](C)CO)C[C@@H]2C)c1	-9&4	1&3
N#CC1(NC(=O)Cn2cc(C(F)(F)F)cc(Cl)c2=O)CCCCC1	-1	3
CCCCn1c(N)c(N(CCC(C)C)C(=O)CSc2nnc(C)s2)c(=O)[nH]c1=O	·	2
